AP complement: alternative pathway complement inhibition, orthogonal assay | 62,000 tested, 0.08% active | inhibition, % at 5 µM | AID 1235 | Human serum alternative complement pathway, LPS-coated ELISA, C3 deposition; tested in compound mixtures;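 active = inhibition above 30% in each of the two pooled mixtures holding the compound, so the lower value exceeds 30%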;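 also: 0% = serum in Mg-EGTA without compound and 100% = EDTA serum blank; some compounds past the cut are filed as inactive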
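Assay system: human serum alternative complement pathway, C3 deposition on LPS-coated wells; Dosing: 5 µM per compound in ten-compound mixtures; Detection: Anti-C3 ELISA, OD 450 nm; Buffer or medium: Mg2+-EGTA GVB++ buffer containing human serum at 1:15 dilution; Timing: 1 h at 37 °C; Replication: two different pools per compound.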
Hsp90 block: displaces geldanamycin probe from tumor Hsp90; 64,000 tested, 0.35% active; inhibition, % at 30 µM; NCI-N417 lysate Hsp90, Cy3B-geldanamycin FP displacement;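 active = inhibition above 50%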;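 also: 0% = tracer plus lysate wells and 100% = tracer alone without lysate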
MKP-1 inh: blocks human MKP-1 phosphatase activity | recombinant MKP-1, OMFP hydrolysis fluorescence | AID 374 | 65,000 tested, 0.15% active | inhibition, %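 (compounds tested at a single concentration somewhere between 10 and 100 µM)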 | P28562;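 active = inhibition above about 50%, limit read from the data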;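 also: 0% = DMSO max control wells and 100% = wells with enzyme stopped by NaOH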
Target sequence (P28562 whole entry, looked up): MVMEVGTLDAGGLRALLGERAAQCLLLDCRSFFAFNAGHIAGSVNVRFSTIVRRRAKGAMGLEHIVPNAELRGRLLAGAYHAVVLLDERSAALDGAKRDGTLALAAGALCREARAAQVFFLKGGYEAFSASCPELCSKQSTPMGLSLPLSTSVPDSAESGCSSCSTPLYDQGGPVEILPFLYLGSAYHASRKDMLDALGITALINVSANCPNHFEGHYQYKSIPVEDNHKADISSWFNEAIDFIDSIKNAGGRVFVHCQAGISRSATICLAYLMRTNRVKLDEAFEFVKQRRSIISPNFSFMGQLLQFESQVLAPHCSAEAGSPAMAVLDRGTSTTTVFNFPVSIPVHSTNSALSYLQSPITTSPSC
MMP-13 inhibitor: blocks human MMP13 activity; P45452; 65,000 tested, 0.07% active; inhibition, % at 4 µM; MMP-13 fTHP FRET cleavage, Mca fluorescence; AID 570;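 active = inhibition above the mean of compound-free control plate wells plus 3 SD, cut at about 14% in these data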;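 also: 0% = DMSO wells and 100% = wells with reference MMP-13 inhibitor after basal subtraction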
JNK3 inh: blocks human JNK3 kinase activity | P53779 | purified JNK3 kinase activity, HTS | inhibition, % at 8 µM | 60,000 tested, 0.61% active | AID 746; in the data active = inhibition above about 17%;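 also: 0% = DMSO and 100% = reference inhibitor; many of its hits are not listed in these tables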
FXIIa mix inh: blocks human factor XIIa in pooled compound mixtures; P00748; purified FXIIa, fluorogenic substrate; inhibition, % at 5 µM; 62,000 tested, 0.2% active;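 also: 0% = enzyme without compound and 100% = no enzyme blank; some results filed as inactive read as strong as hits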
Cdc25B block: human M-phase inducer phosphatase 2 inhibition. P30305. recombinant Cdc25B, OMFP fluorescence Ex485/Em525. inhibition, %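 (compounds tested at 10 µM final in the well)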. 65,000 tested, 0.1% active. AID 368; in the data active = inhibition above about 50%
FXIa inh mix: factor XIa (human) inhibition, mixture screen; 62,000 tested, 0.19% active; inhibition, % at 5 µM; AID 680; P03951; purified FXIa, fluorogenic substrate, pooled mixtures;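 also: each value is inhibition by a whole ten-compound pool holding the compound; 0% = enzyme with no mixture and 100% = wells lacking enzyme; strong numbers were not always called active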
Target sequence (P03951 19-387 limits assumed): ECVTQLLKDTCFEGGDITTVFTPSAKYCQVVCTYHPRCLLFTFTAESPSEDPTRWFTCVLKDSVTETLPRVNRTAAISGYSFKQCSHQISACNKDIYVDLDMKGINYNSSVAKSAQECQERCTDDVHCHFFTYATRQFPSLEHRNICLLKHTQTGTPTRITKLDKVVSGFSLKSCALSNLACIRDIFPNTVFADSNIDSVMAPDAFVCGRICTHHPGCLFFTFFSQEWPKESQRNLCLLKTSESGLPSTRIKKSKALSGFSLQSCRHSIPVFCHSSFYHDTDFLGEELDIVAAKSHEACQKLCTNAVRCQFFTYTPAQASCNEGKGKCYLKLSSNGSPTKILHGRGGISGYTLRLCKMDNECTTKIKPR
Target sequence (P03951 388-625 limits assumed): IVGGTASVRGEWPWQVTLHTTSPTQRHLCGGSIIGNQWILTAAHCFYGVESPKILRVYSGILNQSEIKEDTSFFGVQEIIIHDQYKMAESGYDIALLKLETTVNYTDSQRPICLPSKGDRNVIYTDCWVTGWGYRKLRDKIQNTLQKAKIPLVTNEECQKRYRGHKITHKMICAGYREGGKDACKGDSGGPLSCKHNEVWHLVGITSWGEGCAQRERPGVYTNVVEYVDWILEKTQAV
A340 absorber: compound absorbs light at 340 nm. compound absorbance at 340 nm, fold over control. fold change at 10 µM. 65,000 tested, under 10 active. AID 708;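 active = at 10 µM dose, initial 340 nm absorbance at least 2 fold that of control wells; inactive = change under 2 fold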;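 also: initial absorbance extrapolated from kinetic A340 decline of NADH oxidation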
* = called active by the depositor; · = not tested or not shown; & = joins results of further samples. Rule as the data show it, unless noted: active = inhibition above about 20% (passing the limit was not always enough); inactive = the rest.

SMILES	AP complement	Hsp90 block	MKP-1 inh	MMP-13 inhibitor	JNK3 inh	FXIIa mix inh	Cdc25B block	FXIa inh mix	A340 absorber
COc1ccccc1C(=O)Nc1ccc2oc(-c3ccc(F)cc3)nc2c1	11	0	17	-15	-1	1	-17	5	1.2
COc1ccccc1C(=O)Nc1cccc(-c2cn3ccsc3n2)c1	1	-8	10	5	-4	3	1	8	1.1
COc1ccccc1OCc1nnc(SCCN2CCOCC2)o1	-19	2	-34	3	2	7	-8	6	1
CN(Cc1ccccc1)C(=O)CSc1nnc(-c2ccco2)n1-c1ccccc1	-8	-2	6	1	-6	6	-6	-19	1
Cn1c(=O)c2c(nc(CN3CCCCC3)n2CCCc2ccccc2)n(C)c1=O	2	-1	-2	2	·	3	0	13	0.98
Nc1nonc1NC(=O)CSc1ncccc1C(=O)O	-3	-1	12	0	-7	4	-7	6	1.1
N#Cc1cc2sc3nc4ccccc4n3c2cc1C#N	18	1	2	1	-4	3	1	14	1
O=C(OC(C(=O)NCc1cccs1)c1ccc(F)cc1)c1ccco1 (stereo not given)	19	2	-16	1	-3	-16	-5	2	0.98
CC(C)Oc1cccc(C(=O)Nc2ccc(N3CCN(S(C)(=O)=O)CC3)cc2)c1	-6	-6	-11	4	-6	2	-10	-7	1
Cc1nc2cc(-c3ccccc3)ccc2o1	-12	1	-7	-4	1	3	-7	-1	1
Nc1ncc2c(n1)CC(c1ccco1)CC2=O (stereo not given)	-10	11	2	8	-11	2	1	5	1
CCOc1ccc(N2Cc3ccccc3C2)cc1	2	-5	14	-1	5	3	5	-4	1
C=CCn1cnc2c(NCc3ccccc3)ncnc21	-11	-5	2	-4	8	2	-13	1	0.98
Cc1ccc(C(c2nnnn2C(C)(C)C)N2CCN(C3CCCC3)CC2)cc1 (stereo not given)	12	-2	-15	-2	6	5	-9	0	0.99
Cc1c(C)c2c(C)nn(-c3ccccc3)c2[nH]c1=O	-2	·	6	·	·	2	-4	23	1.1
Cc1ccc(S(=O)(=O)C2(C(=O)Nc3ccc(F)cc3)CC2)cc1	4	0	-4	-3	-2	4	-13	7	1
COc1ccc(OC)c(NC(=O)CCN2CCN(c3ccccc3F)CC2)c1	-4	36	-1	·	·	4	-6	5	0.99
COc1ccc(CCNC(=O)CCSc2nc(-c3ccco3)cc(C(F)(F)F)n2)cc1	3	-1	-7	2	11	5	3	20	1
COC(=O)c1cccc(Oc2nc(N3CCOCC3)nc(N3CCOCC3)n2)c1	13	1	15	6	1	-2	-2	-1	1
O=C(CCS(=O)(=O)c1cccc2nonc12)NCCc1ccccc1Cl	-1	·	14	2	·	0	-13	0	1
CCCCCCC(=O)N(O)C1CC(=O)N(c2ccccc2)C1=O (stereo not given)	10	0	-15	1	3	2	-1	2	1
O=C(CSc1nnc(Cc2ccccc2)o1)NCc1ccco1	0	·	7	9	·	-8	-5	6	1
Cc1cc(C)n(C(=O)CN2C(=O)COc3ccccc32)n1	12	-1	2	-11	0	-2	-13	5	0.98
O=C(Nc1ccc(-c2cn3ccsc3n2)cc1)C1CCCC1	-5	-1	8	4	0	0	4	14	1
O=C(NCCN1CCOCC1)C1CC(=O)N(c2ccc(F)c(Cl)c2)C1 (stereo not given)	4	-1	-1	-3	-3	0	1	1	0.97
N=c1nc(-c2ccccc2)ccn1O	9	0	9	-4	-1	-18	-4	4	1.1
COc1ccc(-n2c(SCC(=O)N3CCN(c4ccccc4)CC3)nc3c(c2=O)SCC3)cc1	10	-4	14	8	-3	-18	-3	4	1.1
CCCOc1ccc(CSc2ncn[nH]2)cc1	10	-2	-9	9	9	10	-1	6	1
Cc1nnc(N2C(=O)C(O)=C(C(=O)c3ccco3)C2c2ccc(F)cc2)s1 (stereo not given)	16	-1	-6	4	-3	7	-13	15	1
CCn1nnnc1SCC(=O)NCc1ccco1	-20	0	9	9	-6	-12	-6	5	0.99
CCCCC(c1nnnn1CC1CCCO1)N1CCN(c2cc(Cl)ccc2C)CC1 (stereo not given)	-14	-1	3	1	3	-19	-20	-13	0.96
CNC(=O)NC(=O)CSc1ncc(C(F)(F)F)cc1Cl	20	-2	-4	-2	2	2	-8	1	1
CCOc1cc2[nH]c(=S)n(Cc3ccc(C)o3)c(=O)c2cc1OCC	-1	2	4	6	·	-18	-14	5	1.1
Cn1c(CN2CCOCC2)nc2cc(NC(=O)c3ccccc3Cl)ccc21	18	-8	4	1	6	2	-10	4	0.99
COc1ccc(C/C(O)=C(\C#N)c2nc3ccccc3[nH]2)cc1OC	-5	-2	1	3	4	0	1	-16	1.1
Cc1cc(C(=O)CSc2nc3ccccc3o2)c(C)n1C1CC1	2	-5	-5	5	0	-19	-3	-1	0.96
COc1ccc(/C=N/n2cncn2)cc1COc1ccc(NC(C)=O)cc1	·	-1	-20	-7	-6	·	-6	·	1
CCCn1nnnc1SCC(=O)N(C(C)C)C(C)C	15	2	12	0	-18	4	5	5	1
O=C1c2ccccc2C(=O)N1Cc1nc2ccccc2c(=O)n1CCCn1ccnc1	-14	-3	-4	6	-5	7	-8	-6	1
CSC1=Nc2sc3c(c2C2=NCCN12)CCCC3	16	-4	-25	-5	-5	8	2	3	1.1

Among those listed so far, 8 have fluorine:
SMILES	AP complement	Hsp90 block	MKP-1 inh	MMP-13 inhibitor	JNK3 inh	FXIIa mix inh	Cdc25B block	FXIa inh mix	A340 absorber
COc1ccccc1C(=O)Nc1ccc2oc(-c3ccc(F)cc3)nc2c1	11	0	17	-15	-1	1	-17	5	1.2
O=C(OC(C(=O)NCc1cccs1)c1ccc(F)cc1)c1ccco1 (stereo not given)	19	2	-16	1	-3	-16	-5	2	0.98
Cc1ccc(S(=O)(=O)C2(C(=O)Nc3ccc(F)cc3)CC2)cc1	4	0	-4	-3	-2	4	-13	7	1
COc1ccc(OC)c(NC(=O)CCN2CCN(c3ccccc3F)CC2)c1	-4	36	-1	·	·	4	-6	5	0.99
COc1ccc(CCNC(=O)CCSc2nc(-c3ccco3)cc(C(F)(F)F)n2)cc1	3	-1	-7	2	11	5	3	20	1
O=C(NCCN1CCOCC1)C1CC(=O)N(c2ccc(F)c(Cl)c2)C1 (stereo not given)	4	-1	-1	-3	-3	0	1	1	0.97
Cc1nnc(N2C(=O)C(O)=C(C(=O)c3ccco3)C2c2ccc(F)cc2)s1 (stereo not given)	16	-1	-6	4	-3	7	-13	15	1
CNC(=O)NC(=O)CSc1ncc(C(F)(F)F)cc1Cl	20	-2	-4	-2	2	2	-8	1	1

Next part:
SMILES	AP complement	Hsp90 block	MKP-1 inh	MMP-13 inhibitor	JNK3 inh	FXIIa mix inh	Cdc25B block	FXIa inh mix	A340 absorber
CCn1c(SCC(=O)N2CCN(c3ccccc3)CC2)nc2c(c1=O)SC(C)C2 (stereo not given)	20	2	6	1	0	7	-6	-4	1.1
O=S(=O)(NCc1ccc(F)cc1)c1ccc2c(c1)OCCO2	18	-2	-8	3	3	0	7	4	1
CCOC(=O)c1cccc(NC(=O)CCNS(=O)(=O)c2ccc3c(c2)CCN3C(=O)CC)c1	15	-3	-3	-1	2	-15	3	8	1
COc1ccc2[nH]cc(CCNC(=O)C3CCCNC3=O)c2c1 (stereo not given)	12	-1	8	-2	-2	0	-14	4	1
CCn1c(=O)c2cc(S(=O)(=O)NCc3ccccc3)ccc2n(CC)c1=O	9	-4	4	2	3	14	-12	3	0.99
COc1cc2c(cc1OC)C1=C(C#N)CCC(=O)N1CC2	·	-21	-3	1	-1	·	0	·	1.1
CS(=O)(=O)N1CCC(C(=O)c2cccc(Cl)c2)CC1	4	0	9	1	-1	1	-6	-6	1
O=c1c2ccccc2nnn1CSc1nnc(-c2ccco2)o1	-1	·	3	4	·	4	-3	3	0.98
Cc1coc2c(C)c3oc(=O)c4c(c3cc12)CCCC4	8	-2	10	-8	-3	3	-7	6	1
COCCN1C=C(C(=O)OC)C(c2ccc3c(c2)OCO3)C(C(=O)OC)=C1	17	-4	12	-21	6	7	5	4	1.1
CC(=O)Nc1sc(C)c(C)c1C(=O)OC1CCOC1=O (stereo not given)	10	-2	1	-6	-2	-8	10	9	1.1
O=C(COc1ncnc2sccc12)N1CCN(S(=O)(=O)c2ccc(Cl)cc2)CC1	7	0	28	-10	1	14	-9	4	0.97
COCc1ccc2oc(C(=O)O)cc2c1	6	-1	4	2	-2	0	-9	5	1
O=C(C1=C(O)C(=O)N(CCN2CCOCC2)C1c1ccncc1)c1ccco1 (stereo not given)	0	-3	11	-3	5	38	0	10	1.1
CCOC(=O)N1CCN(C(=O)CN2C(=O)COc3ccc(C)cc32)CC1	-6	-3	-5	3	3	7	-12	5	0.98
CN=C(C)C1=C(O)C(C(=O)OC)C(C)(C)CC1=O (stereo not given)	5	-3	-5	-3	-4	2	-11	3	0.98
CCCC(=NCC(=O)O)C1=C(O)C(C(=O)OC)C(C)(C)CC1=O (stereo not given)	6	-2	-5	0	3	-3	-2	6	1
COc1ccc(CN2CCN(C(=O)c3ccco3)CC2)cc1	8	-4	25	1	3	5	-3	6	1
Cc1onc(-c2c(Cl)cccc2Cl)c1C(=O)Nn1cnnc1	4	-1	-13	-5	·	-18	-6	3	0.99
N#Cc1cccc(Cn2nnc(-c3ccccc3)n2)c1	-4	-3	0	4	3	-3	-12	-13	1
Cn1nnc(-c2ccc(OCc3ccccc3F)cc2)n1	9	1	7	8	-9	1	8	5	1.1
CCn1nnnc1SCC(=O)Nc1nc(-c2cccs2)cs1	6	-3	-7	-4	2	11	-4	4	0.99
CC(C)n1nc(C(=O)OCC(=O)N(C)C2CCS(=O)(=O)C2)c2ccccc2c1=O (stereo not given)	15	-2	10	-1	21*	7	-3	4	1
Cc1cc(NC(=O)CCN2CCC(C(N)=O)CC2)ccc1Br	3	·	4	·	·	-6	14	3	1
O=C(OC(C(=O)NCc1cccs1)c1ccccc1Cl)c1ccco1 (stereo not given)	14	-1	-4	-1	5	-9	2	2	0.99
CCCc1cc(-n2ccnc2)n2c(nc3ccccc32)c1C#N	8	-14	12	-16	3	11	12	1	1
COc1ccc(C(=O)CSc2nnc(-c3cnccn3)n2Cc2ccco2)cc1	14	-6	9	4	-1	2	-4	2	1
CCCCOC(=O)CN1C(=O)c2ccc(C(=O)OCCCC)cc2C1=O	14	0	-6	-5	2	1	14	-40	0.99
Brc1cnc(N2CCCC2)nc1N1CCOCC1	·	1	0	-1	1	·	-15	·	1
Cc1ccc(C2CC(=O)Nc3sc(C(N)=O)c(N)c32)cc1 (stereo not given)	-3	-15	-3	8	-10	3	-4	7	1.1
O=C1N(c2ccc(Cl)c(Cl)c2)CN(Cc2ccccc2)CN1n1cnnc1	11	-2	5	1	-3	0	5	8	1
COc1cccc(N2CCN(C3CC(=O)N(c4ccc(C)c(Cl)c4)C3=O)CC2)c1 (stereo not given)	-8	3	-18	-6	2	0	-15	8	1
CCN(CC)CCNc1nc2ccccc2n1C	11	-9	-1	3	-4	-14	-2	4	1
Cc1cc(Nc2cc(F)ccc2C)n2nc(C)nc2n1	7	-2	-1	-7	-2	2	-11	13	1.1
Cc1ccccc1C(=O)OCn1nnc2ccccc2c1=O	15	1	3	-8	4	-26	-3	7	1.1
NC(N)=Nc1nc(CSCC/C(N)=N/S(N)(=O)=O)cs1	12	1&1	-7	2	5	-2	-11	-25	0.99
CCn1c(C(=O)N2CCC(C(=O)NCc3ccc4c(c3)OCO4)CC2)cc2sccc21	2	-3	3	-5	1	5	-10	11	0.99
CCN1c2ccccc2NC2C1C(C(C)=O)C(=O)N2c1ccc(Cl)cc1 (stereo not given)	17	5	4	-1	0	14	-6	6	1.1
COc1ccc2[nH]c(=O)c(CN(CC3CCCO3)C(=O)Nc3ccccc3OC)cc2c1 (stereo not given)	11	0	27	-16	1	5	3	9	1.1
